TCR activator: Activators of T cell receptors: qHTS campaign. primary human leukocytes, anti-CD3, IL-2 HTRF, 48 h. 330,000 tested, under 10 active. AID 504894, 2011. Potency, µM (highest dose often 9.22 µM), for inactives: at the highest dose activation of IL-2 secretion, actives largely listed as activators; further: % of control where 0% means no effect
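TCR engagement came from a-CD3 beads alone, with compounds added to primary human leukocytes for 48 hr. Secreted IL-2 bridged europium cryptate- and d2-labelled anti-IL-2 antibodies, giving FRET emission at 665nm after 320nm excitation.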
Tb PFK block: qHTS Assay to Find Inhibitors of T. brucei phosphofructokinase; ATP-dependent 6-phosphofructokinase (Trypanosoma brucei brucei), O15648; T. brucei PFK, ADP-Glo luminescence; Potency, µM (highest dose often 57.5 µM), for the others: top-dose activity, negative = inhibition, most hits filed as inhibitors; hit rate 0.17% among 330,000; AID 485367, 2010;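 further: potency means the concentration at half of the fitted maximal effect; 0% = uninhibited 1x PFK enzyme wells and -100% = no-enzyme wells; nearly all actives have a fitted effect of over 60% in size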
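In TEA buffer at pH 8.0 with 5 mM MgCl2, enzyme (1.25 nM) converted F6P (0.5 mM) and ATP (0.1 mM) for 45 min at room temperature. ADP product was read by luciferase luminescence.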
USP2a block: qHTS Assay for Inhibitors of Ubiquitin-specific Protease USP2a Using CHOP2 as the Reporter. hit rate 0.01% among 330,000. Ubiquitin carboxyl-terminal hydrolase 2 (Homo sapiens), O75604. USP2 core, Ub-CHOP2 coupled fluorogenic reporter, 485/531. Potency, µM (doses to about 38.3 µM), for the others: top-dose activity change, negative = inhibition, hits mostly inhibitors;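 further: potency means the concentration at half of the fitted maximal effect; plate controls were DMSO wells for no effect and full inhibition by NEM control for full effect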
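Deubiquitinase activity read as fluorescence (485/531 nm) after Ub-CHOP2 cleavage activates the enterokinase reporter on its substrate; USP2 core 10nM, Ub-CHOP2 and substrate 25nM each, 30min compound preincubation then 60min RT; data normalized to NEM, curves fitted.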
ELG1 repair inh: qHTS screen for small molecules that inhibit ELG1-dependent DNA repair in human embryonic kidney (HEK293T) cells expressing luciferase-tagged ELG1 | HEK293T ELG1-luciferase reporter, luminescence, 16 h; DNA damage induced by 5-fluorouridine | Potency, µM (series often up to 46.1 µM), for inactives: at the highest dose activity change, negative = inhibition, usual class: inhibitors | hit rate 2.3% among 330,000 | AID 504467, 2011; further: potency means the concentration at half of the fitted maximal effect; on the % scale 0 is the no-effect control and ±100 the full control effect; nearly all actives have a fitted effect of over 55% in size
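Reporter activity after DNA damage by 5-fluorouridine is monitored. Compound-treated cells incubate 16 hr at 37 °C, then ONE-Glo is added for 30 min before luminescence reading.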
TSHR antag: Antagonists of the Thyroid Stimulating Hormone Receptor: HTS campaign; TSHR-expressing cells, TSH-stimulated cAMP HTRF, 2 h; active compounds read low; activity change, negative = inhibition, % at 11.5 µM; hit rate 0.2% among 330,000;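 active means activity change below a set negative limit, meaning inhibition stronger than a set level, cut at about -70% in these data; inconclusive means activity change between two set negative limits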; further: on the % scale 0 is the no-effect control and ±100 the full control effect
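Inhibition of cAMP made by TSHR-expressing cells under TSH stimulation (4nM final, EC80; 2 h, 37 deg C) is quantified with a one-step lysis HTRF kit, anti-cAMP cryptate versus cAMP-d2.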
Mito fusion yeast: qHTS Assay for Small Molecule Inhibitors of Mitochondrial Division or Activators of Mitochondrial Fusion; S. cerevisiae fusion-defective mutant growth rescue, CellTiterGlo 48 h; Potency, µM (doses to about 46.1 µM), for inactives: top-dose growth rescue (activation), usual class: activators; hit rate 0.23% among 320,000;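 further: potency means the concentration at half of the fitted maximal effect; % of control where 0% means no effect; nearly all actives have a fitted effect of over 45% in size; temperature-sensitive fusion mutants such as fzo1-1 at 37 °C on non-fermentable ethanol glycerol medium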
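Luminescent cell viability in 1536-well qHTS format served as the measure of rescued growth in ts fusion-mutant S. cerevisiae cultured on non-fermentable YPEG for 48 hours at 37C.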
B2AR arrestin: qHTS assay of beta-arrestin-biased ligands of beta2-adrenergic receptor; beta-arrestin recruitment to beta2AR, cell-based reporter; Potency, µM (top dose mostly 46.1 µM), inactives show at the highest dose activation, most hits filed as activators; hit rate 0.02% among 330,000; AID 492947, 2010;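 further: potency means the concentration at half of the fitted maximal effect; 0% = DMSO controls and full agonism = EC100 isoproterenol or metaproterenol; nearly all actives have a fitted effect of over 65% in size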
Target sequence (P07550 whole entry, looked up): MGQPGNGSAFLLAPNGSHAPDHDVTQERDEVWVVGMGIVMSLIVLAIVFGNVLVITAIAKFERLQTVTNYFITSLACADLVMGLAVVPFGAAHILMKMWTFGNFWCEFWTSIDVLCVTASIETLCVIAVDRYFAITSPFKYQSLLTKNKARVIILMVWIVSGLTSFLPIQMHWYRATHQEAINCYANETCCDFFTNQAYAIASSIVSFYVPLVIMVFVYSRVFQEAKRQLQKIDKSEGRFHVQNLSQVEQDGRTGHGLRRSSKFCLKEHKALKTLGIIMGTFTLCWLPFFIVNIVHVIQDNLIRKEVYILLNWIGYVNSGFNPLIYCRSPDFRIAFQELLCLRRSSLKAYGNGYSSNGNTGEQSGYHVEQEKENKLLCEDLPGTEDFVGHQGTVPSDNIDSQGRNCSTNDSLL
uPA generation: qHTS for Inhibitors of Cell Surface uPA Generation; cell surface uPA generation assay, qHTS; Potency, µM (doses to about 38.3 µM), without a hit: top-dose activity change, negative = inhibition, usual class: inhibitors; hit rate 0.31% among 330,000; AID 540303, 2011; active means well fitted inhibition curve with a large enough effect; inconclusive means small, poorly fitted or top-dose-only effect; inactive means no such curve, though single readings can be large or run the other way; tested in mouse RAW 264.7 cells; further: potency means the concentration at half of the fitted maximal effect; on the % scale 0 is the no-effect control and ±100 the full control effect; nearly all actives have a fitted effect of over 55% in size
TSG101-PTAP inh: qHTS Assay for Iinhibitors of HIV-1 Budding by Blocking the Interaction of PTAP/TSG101; Tumor susceptibility gene 101 protein (Homo sapiens), Q99816; Fluorescence polarization, FITC-PTAP peptide / Tsg101 binding; Potency, µM (doses to about 115 µM), for inactives: top-dose activity change, negative = inhibition, hits mostly inhibitors; 340,000 tested, under 10 active; active means well fitted inhibition curve with a large enough effect in the main read-out, with a control signal flat, not every such curve was filed as active; inconclusive means small, poorly fitted or top-dose-only effect, or effect the other way, or a change in a side signal; inactive means no such curve, though single readings can be large or run the other way; further: potency means the concentration at half of the fitted maximal effect; % of control where 0% means no effect
Target sequence (Q99816 whole entry, looked up): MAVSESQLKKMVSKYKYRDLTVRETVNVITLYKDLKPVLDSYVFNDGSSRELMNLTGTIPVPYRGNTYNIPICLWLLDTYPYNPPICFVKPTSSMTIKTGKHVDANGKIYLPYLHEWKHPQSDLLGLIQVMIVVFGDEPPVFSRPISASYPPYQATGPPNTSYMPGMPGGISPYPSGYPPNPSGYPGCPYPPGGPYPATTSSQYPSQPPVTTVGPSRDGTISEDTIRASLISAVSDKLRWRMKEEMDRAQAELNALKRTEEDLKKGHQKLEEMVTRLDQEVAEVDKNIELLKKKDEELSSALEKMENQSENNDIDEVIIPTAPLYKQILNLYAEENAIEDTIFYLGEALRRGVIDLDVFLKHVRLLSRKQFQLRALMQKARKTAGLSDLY
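Compounds were pin-transferred onto Tsg101 binding domain (10 uM final) in HEPES pH 7.5 buffer, then FITC-PTAP peptide was added at 50 nM final. After 20 min at RT, polarization reported peptide displacement across a qHTS concentration series.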
BCR signal inh: qHTS Assay to Find Inhibitors of Chronic Active B-Cell Receptor Signaling; ABC-DLBCL IkBa-CBG/CBR reporter, luminescence ratio, 4 h; Potency, µM (highest dose often 46.1 µM), for inactives: top-dose ratio change, negative = lower green/red ratio, usual class: inhibitors; hit rate 0.05% among 340,000; AID 493014, 2011; active means well fitted inhibition curve with a large enough effect in the signal ratio, with a control signal flat, not every such curve was filed as active; inconclusive means small, poorly fitted or top-dose-only effect, or effect the other way, or a change in a side signal; the % refers to the signal ratio;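 further: potency means the concentration at half of the fitted maximal effect; plate controls were basal doxycycline-induced cells for no effect and cells given 10 µM MG132 for full effect; MG132 reads +100%, hits lower the ratio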
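Concentration-response series (up to 46 uM) were applied to TMD8 dual-reporter cells for 4 h at 37C with doxycycline. Green/red ratio, after filter-overlap correction, defined %Activity; red signal alone was normalised to basal cells and zero luminescence.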
Eya2 phos inh: qHTS Assay for Inhibitors of the Phosphatase Activity of Eya2 | AID 488837, 2010 | recombinant Eya2, OMFP fluorescence dephosphorylation (OMFP is methylfluorescein phosphate) | Potency, µM (titrated, usually from 76.9 µM), for the others: at the top dose activity, negative = inhibition, most hits filed as inhibitors | hit rate 0.006% among 330,000 | Protein phosphatase EYA2 (Homo sapiens), O00167; further: potency means the concentration at half of the fitted maximal effect; on the % scale 0 is the no-effect control and ±100 the full control effect
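Eya2 protein (added as 0.2 uM solution) was preincubated with compound for 10 min at ambient temperature in 50 mM HEPES pH 7.5, 50 mM NaCl, 5 uM MgCl2, 0.05% BSA, 1 mM DTT. OMFP (added at 50 uM) then reacted 10 min; fluorescence read at 485/525 nm.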
* marks the source's active call; other numbers are inactive results; & = joins results of further samples; [ ] = another dose, or the depositor's remark. Unless noted, the call rests on the fitted dose curve; in most records, active means well fitted curve in the direction sought with a large enough effect; inconclusive means small, poorly fitted or top-dose-only effect, or another doubt; inactive means no such curve, though single readings can be large; an effect the other way counts as inactive or inconclusive.

`CSCc1nnc(NC(=O)c2ccc(S(=O)(=O)N3CCCCC3C)cc2)o1` (configuration not stated) gave TCR activator 6%, Tb PFK block 5%, USP2a block 4%, ELG1 repair inh 21µM*, TSHR antag -3, Mito fusion yeast 4%, B2AR arrestin -0.9%, TSG101-PTAP inh -3%, BCR signal inh 4% and Eya2 phos inh -4%.
Cn1c(=O)[nH]c(NC2CCCCC2)c([N+](=O)[O-])c1=O was read as TCR activator 0%[46.1 µM], Tb PFK block 3%, USP2a block 1%, ELG1 repair inh 0%, TSHR antag 4, Mito fusion yeast -6%, B2AR arrestin -0.5%, uPA generation -6%, TSG101-PTAP inh 1%, BCR signal inh inconclusive and Eya2 phos inh -10%.
For c1cnc(N2CCN(Cc3ccc4c(c3)OCO4)CC2)nc1 the results were TCR activator -9%&9%, Tb PFK block -2%&0%&-7%, USP2a block 0%&8%&5%, ELG1 repair inh -5%&14%, TSHR antag -9&2&3&-3, Mito fusion yeast inconclusive, B2AR arrestin -1.2%&-0.5%&-0.2%, uPA generation 4%&10%, TSG101-PTAP inh 0%&0%, BCR signal inh inconclusive and Eya2 phos inh -1%&-4%&-9%&-1%.
CCCNC(=O)COc1coc(CN2CCN(c3ccccc3F)CC2)cc1=O was read as TCR activator -2%, Tb PFK block 0%, USP2a block 0%, ELG1 repair inh -2%, TSHR antag -8, Mito fusion yeast 11%, B2AR arrestin -0.7%, uPA generation 5%, TSG101-PTAP inh -7%, BCR signal inh 0% and Eya2 phos inh 3%.
`Cc1ccc(S(=O)(=O)Nc2ncccn2)cc1` gave Tb PFK block 1%, USP2a block 1%, ELG1 repair inh -6%, TSHR antag 8, Mito fusion yeast 4%, B2AR arrestin -0.7%, uPA generation 15%, TSG101-PTAP inh 0%, BCR signal inh 7% and Eya2 phos inh 3%.
For CCCn1c(=N)n(CC(=O)c2ccc(Cl)cc2)c2ccccc21 the results were TCR activator -2%, Tb PFK block 0%, USP2a block 0%, ELG1 repair inh -8%, TSHR antag -17, Mito fusion yeast -20%, B2AR arrestin 0.0%, uPA generation 2%, TSG101-PTAP inh 0%, BCR signal inh inconclusive and Eya2 phos inh -3%.
Screening O=C(CN1CCCC1)Nc1ccc(Oc2ccc(NC(=O)CN3CCCC3)cc2)cc1 returned TCR activator -3%, Tb PFK block -4%, USP2a block -3%, ELG1 repair inh -2%, TSHR antag -1, Mito fusion yeast 2%, B2AR arrestin -0.2%, uPA generation 2%, TSG101-PTAP inh -7%, BCR signal inh 1% and Eya2 phos inh 3%.
For COc1ccc(C(=O)NCc2nnc(SCC(=O)Nc3cc(Cl)ccc3OC)o2)cc1 the results were TCR activator 4%, Tb PFK block -14%, USP2a block -1%, ELG1 repair inh 8%, TSHR antag 19, Mito fusion yeast -5%, B2AR arrestin -0.1%, uPA generation 12%, TSG101-PTAP inh 1%, BCR signal inh -4% and Eya2 phos inh 8%.
For COc1cc(NC(=O)CN2C(=O)NC(C)(c3ccccc3)C2=O)c(C)cc1[N+](=O)[O-] (configuration not stated) the results were TCR activator 4%[46.1 µM], Tb PFK block 3%, USP2a block -1%, ELG1 repair inh 12%, TSHR antag 1, Mito fusion yeast -3%, B2AR arrestin -1.1%, uPA generation 1%, TSG101-PTAP inh 0%, BCR signal inh 0% and Eya2 phos inh 2%.
For CC(=O)c1ccc(NC(=O)CN2C(=O)COc3ccc(S(=O)(=O)N4CCCC4)cc32)cc1 the results were TCR activator -5%, Tb PFK block -5%, USP2a block 3%, ELG1 repair inh inconclusive, TSHR antag 3, Mito fusion yeast 2%, B2AR arrestin -1.1%, uPA generation -2%, TSG101-PTAP inh -5%, BCR signal inh -14% and Eya2 phos inh -2%.
For NC(=S)N/N=C/c1cn(CCC(=O)O)nc1-c1cccc(Br)c1 the results were TCR activator 2%, Tb PFK block 2%, USP2a block -1%, ELG1 repair inh 0%, TSHR antag -5, Mito fusion yeast -3%, B2AR arrestin 0.5%, uPA generation 1%, TSG101-PTAP inh -4%, BCR signal inh inconclusive and Eya2 phos inh 7%.
CCCc1cc(=O)[nH]c(SCC(=O)Nc2cc(S(=O)(=O)N3CCOCC3)ccc2N(CC)CC)n1 was read as TCR activator 2%, Tb PFK block 0%, USP2a block 1%, ELG1 repair inh inconclusive, TSHR antag -26, B2AR arrestin -0.6%, uPA generation 6%, TSG101-PTAP inh -4%, BCR signal inh inconclusive and Eya2 phos inh -33%.
COc1cc(NS(=O)(=O)c2ccc(N/C=C\C(=O)c3ccc(OC)c(OC)c3)cc2)nc(OC)n1 was read as TCR activator 2%[46.1 µM], Tb PFK block 0%, USP2a block 0%, ELG1 repair inh 6%, TSHR antag 6, Mito fusion yeast 7%, B2AR arrestin 0.0%, uPA generation 3%, TSG101-PTAP inh -2%, BCR signal inh 6% and Eya2 phos inh -8%.
For COC(=O)c1cccc(NC(=O)CSc2nnc(COc3ccccc3)n2C)c1 the results were TCR activator 7%, Tb PFK block -17%, USP2a block -1%, ELG1 repair inh 2%, TSHR antag 1, Mito fusion yeast 2%, B2AR arrestin -1.0%, uPA generation -4%, TSG101-PTAP inh 4%, BCR signal inh 0% and Eya2 phos inh -30%.
For Clc1ccc(-n2ncc3c(NCc4ccco4)ncnc32)cc1 the results were TCR activator -2%, Tb PFK block -5%, USP2a block 2%, ELG1 repair inh -7%, TSHR antag -21, Mito fusion yeast 0%, B2AR arrestin 0.3%, uPA generation -9%, TSG101-PTAP inh -9%, BCR signal inh inconclusive and Eya2 phos inh -10%.
For Cc1ccc(C)c(C2=CSC3=NS(=O)(=O)CCN23)c1 the results were Tb PFK block -5%, USP2a block 1%, ELG1 repair inh -1%, TSHR antag 0, Mito fusion yeast -3%, B2AR arrestin 0.3%, uPA generation 1%, TSG101-PTAP inh -1%, BCR signal inh -1% and Eya2 phos inh 8%.
`O=C(NCc1ccc(Cl)s1)c1cc(COc2c(F)cccc2F)on1` gave TCR activator 7%, Tb PFK block 6%, USP2a block 4%, ELG1 repair inh 6%, TSHR antag -22, Mito fusion yeast 5%, B2AR arrestin 0.3%, uPA generation -2%, TSG101-PTAP inh 0%, BCR signal inh inconclusive and Eya2 phos inh 3%.
For COc1ccc(CNC(=O)C2CCN(c3nnc(N4CCCC4=O)s3)CC2)cc1 the results were TCR activator -8%, Tb PFK block -6%, USP2a block -2%, ELG1 repair inh 3%, TSHR antag -15, Mito fusion yeast 0%, B2AR arrestin 0.1%, uPA generation -5%, TSG101-PTAP inh -1%, BCR signal inh -18% and Eya2 phos inh 3%.
`CC(=O)Nc1nc(C)c(-c2csc(Nc3cccc([N+](=O)[O-])c3)n2)s1` gave TCR activator -3%, Tb PFK block 3%, USP2a block -1%, ELG1 repair inh 2.9µM*, TSHR antag 3, Mito fusion yeast 0%, B2AR arrestin -0.3%, uPA generation -14%, TSG101-PTAP inh -2%, BCR signal inh inconclusive and Eya2 phos inh -5%.
`Cc1cc(C)n(CC(O)CN(c2ccccc2)S(=O)(=O)c2ccccc2)n1` (configuration not stated) gave TCR activator 3%, Tb PFK block 1%, USP2a block 0%, ELG1 repair inh -13%, TSHR antag 22, Mito fusion yeast 0%, B2AR arrestin -0.4%, uPA generation -3%, TSG101-PTAP inh -2%, BCR signal inh -9% and Eya2 phos inh 0%.
Screening CC(Sc1nnc(COc2ccc(Cl)cc2)o1)C(=O)Nc1ccc(N2CCOCC2)cc1 (configuration not stated) returned TCR activator 0%, Tb PFK block 0%, USP2a block 1%, ELG1 repair inh 5%, TSHR antag 1, Mito fusion yeast 0%, B2AR arrestin -0.5%, uPA generation -14%, TSG101-PTAP inh 1%, BCR signal inh 1% and Eya2 phos inh -20%.
For CN(C(=O)CSC(=O)c1ccccc1)c1ccccc1 the results were TCR activator -77%, Tb PFK block 2%, USP2a block 1%, ELG1 repair inh -4%, TSHR antag -7, Mito fusion yeast -2%, B2AR arrestin -0.6%, uPA generation -12%, TSG101-PTAP inh 0%, BCR signal inh -2% and Eya2 phos inh -6%.
